# KinaseGlo FLuc: Counterscreen for Luciferase (Kinase-Glo TM) Inhibition; Kinase-Glo luciferase, ATP luminescence, 8 min; Potency, µM (titrated, usually from 38.3 µM), for inactives: at the top dose activity change, negative = inhibition, actives largely listed as inhibitors; 200,000 compounds, 0.28% hits; also: potency is read from the fitted curve at half-maximal effect; % is scaled to controls: 0 for no effect and ±100 for the full control effect; nearly all actives have a fitted effect of over 60% in size
#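 Substrate mix (final 50 mM imidazole pH 7.2, 50 mM KCl, 7 mM MgCl2, 10 uM ATP, 0.01% Tween 20, 0.05% BSA) plus pin-tool compound, then Kinase-Glo detection mix; 8 min ambient, luminescence read.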
# Epigenetic derep: Quantitative High-Throughput Screen for Regulators of Epigenetic Control; murine LDR cells, GFP reporter derepression, 30 h; Potency, µM (titrated, usually from 53.9 µM), for inactives: at the top dose GFP activation, usual class: activators; 280,000 compounds, 0.2% hits; also: potency is read from the fitted curve at half-maximal effect; % of control where 0% means no effect; nearly all actives have a fitted effect of over 60% in size
#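 Reporter derepression read as number of fluorescent GFP-positive objects, 20-120 um in size, counted by laser-scanning cytometer. Mouse LDR line with an epigenetically silenced CMV-GFP locus; compound incubation 30 h, 37 C.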
# NPSR antagonist: qHTS Assay for Antagonists of the Neuropeptide S Receptor: cAMP Signal Transduction; Q6W5P4; CHO-NPSR cells, cAMP TR-FRET, antagonist mode; Potency, µM (series often up to 38.3 µM), inactives show at the top dose activity change, negative = inhibition, actives largely listed as inhibitors; 220,000 compounds, 1% hits; AID 1461, 2008; also: potency is read from the fitted curve at half-maximal effect; % is scaled to controls: 0 for no effect and ±100 for the full control effect; nearly all actives have a fitted effect of over 50% in size; many of its hits are not listed in these tables
# Target sequence (Q6W5P4 whole entry, looked up): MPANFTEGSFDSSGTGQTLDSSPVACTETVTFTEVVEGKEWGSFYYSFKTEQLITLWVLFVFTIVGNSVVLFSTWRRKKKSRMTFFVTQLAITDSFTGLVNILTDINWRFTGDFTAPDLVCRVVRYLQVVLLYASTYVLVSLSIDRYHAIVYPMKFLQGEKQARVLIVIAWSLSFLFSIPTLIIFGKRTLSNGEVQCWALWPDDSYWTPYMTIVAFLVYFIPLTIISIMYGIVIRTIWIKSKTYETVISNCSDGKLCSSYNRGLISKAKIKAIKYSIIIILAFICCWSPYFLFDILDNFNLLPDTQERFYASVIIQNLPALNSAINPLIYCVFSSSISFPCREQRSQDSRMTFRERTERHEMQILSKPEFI
# HttQ103 aggreg: qHTS Multiplex Assay to Identify Dual Action Probes in a Cell Model of Huntington: Aggregate Formation (GFP). Potency, µM (highest dose often 46.1 µM), for the others: top-dose activity change, negative = inhibition, most hits filed as inhibitors. 220,000 compounds, 1.1% hits. AID 1688, 2009. PC12 HttQ103-GFP aggregates, Acumen cytometry, 40 h; also: potency is read from the fitted curve at half-maximal effect; % is scaled to controls: 0 for no effect and ±100 for the full control effect; nearly all actives have a fitted effect of over 60% in size
#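 PC12/HTTQ103-GFP, ecdysone-inducible; teb 100 nM; cpd qHTS titration; GFP aggregates read on laser cytometer, Ex 488/Em 500-530 nm.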
# IMPase Li cell: qHTS Assay for Identifying the Cell-Membrane Permeable IMPase Inhibitors: Potentiation with Lithium. CHO-M1 cells, IP1 TR-FRET (IP-One), carbachol + lithium. 210,000 compounds, 0.35% hits. Potency, µM (titrated, usually from 59.4 µM), for inactives: top-dose activity, negative = IMPase inhibition, usual class: inhibitors;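 also: IP1 builds up when IMPase is blocked and the TR-FRET signal falls; potency is read from the fitted curve at half-maximal effect; plate controls were basal vehicle for no effect and high inhibitor control for full effect; nearly all actives have a fitted effect of over 50% in size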
#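 Readout is a homogeneous TR-FRET IP1 immunoassay (Ex 320, Em 665 and 620), where raised cytosolic IP1 lowers signal. Cells were CHO-M1 treated 30 min at 37C with test compounds plus a little lithium; AC50 values came from Hill-equation fitting.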
# L3MBTL1 inh: qHTS Assay for the Inhibitors of L3MBTL1. Potency, µM (doses to about 57.1 µM), inactives show at the highest dose activity, negative = inhibition, actives largely listed as inhibitors. AlphaScreen L3MBTL1–H3K9me1 peptide binding. Lethal(3)malignant brain tumor-like protein 1 (Homo sapiens), Q9Y468. 230,000 compounds, 0.66% hits; also: potency is read from the fitted curve at half-maximal effect; % is scaled to controls: 0 for no effect and ±100 for the full control effect; nearly all actives have a fitted effect of over 60% in size
#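 First, the protein-peptide complex forms for 30 min at room temperature (L3MBTL1 50 nM, biotinylated H3K9me1 peptide 75 nM). Next, compounds are pin-transferred and incubated 30 min. Finally, AlphaScreen beads are added and read after 30 min.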
# CBFb RUNX1 block: qHTS Assay for Compounds Blocking the Interaction Between CBF-beta and RUNX1 for the Treatment of Acute Myeloid Leukemia | AlphaScreen CBFb-His/RUNX1-biotin binding, biochemical | 230,000 tested, under 10 active | AID 1477, 2009 | Potency, µM (top dose mostly 59.8 µM), for inactives: top-dose activity, negative = inhibition, most hits filed as inhibitors | Runt-related transcription factor 1 (Homo sapiens) + Core-binding factor subunit beta …; also: % of control where 0% means no effect
# Target sequence (Q01196 whole entry, looked up): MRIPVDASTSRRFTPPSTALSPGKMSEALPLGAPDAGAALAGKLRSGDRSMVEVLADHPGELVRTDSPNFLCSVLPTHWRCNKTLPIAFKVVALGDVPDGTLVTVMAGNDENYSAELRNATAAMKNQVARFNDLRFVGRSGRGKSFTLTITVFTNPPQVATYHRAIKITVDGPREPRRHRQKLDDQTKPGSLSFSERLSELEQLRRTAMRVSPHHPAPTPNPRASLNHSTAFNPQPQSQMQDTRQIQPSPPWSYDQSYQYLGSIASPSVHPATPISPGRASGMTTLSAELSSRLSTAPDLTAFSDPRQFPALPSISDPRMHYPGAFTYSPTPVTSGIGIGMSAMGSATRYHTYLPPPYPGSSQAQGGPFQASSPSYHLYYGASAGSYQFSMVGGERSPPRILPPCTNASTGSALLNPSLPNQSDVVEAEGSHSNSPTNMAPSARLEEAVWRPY
# Target sequence (Q13951 whole entry, looked up): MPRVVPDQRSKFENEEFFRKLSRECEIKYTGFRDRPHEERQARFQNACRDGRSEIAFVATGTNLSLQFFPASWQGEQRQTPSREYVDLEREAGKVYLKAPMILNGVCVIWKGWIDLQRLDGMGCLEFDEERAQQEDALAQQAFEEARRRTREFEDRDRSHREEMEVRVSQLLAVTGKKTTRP
#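 AlphaScreen binding: CBFb-His and RUNX1-biotin (30 nM each) preincubated 20 min, compound added for 15 min, then nickel and streptavidin beads for 90 min, all at room temperature. Disruption of the interaction by any mechanism counts as activity.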
# Starred values were filed as active, the others as inactive; ? = inconclusive; . = no result given; & = joins results of further samples; [ ] = another dose, or the depositor's remark. Calls follow the shape of the dose curve; as a rule, active = well fitted curve in the direction sought with a large enough effect; inconclusive = small, poorly fitted or top-dose-only effect, or another doubt; inactive = no such curve, though single readings can be large; an effect the other way counts as inactive or inconclusive. These rows are one share of the data; rates above refer to the full screens.
SMILES,KinaseGlo FLuc,Epigenetic derep,NPSR antagonist,HttQ103 aggreg,IMPase Li cell,L3MBTL1 inh,CBFb RUNX1 block
CC1C=Cc2ccccc2N1C(=O)c1ccccc1 (configuration not stated),-1%,-1.1%,-5%[46.1 µM],7%,-1%[38.3 µM],6%,4%
CC(NC(=O)COC(=O)c1cc(=O)[nH]c2ccccc12)c1ccccc1 (configuration not stated),-2%,0.1%,17%,-8%,-1%,.,1%
N#Cc1c2c(c(-c3ccco3)[nH]c1=O)CCCC2,.,-0.1%,9%[46.1 µM],-9%,.,-2%,5%
CCOc1cc(C=O)ccc1OCc1cc(=O)n2cc(C)ccc2n1,0%,-0.5%,12%,-1%,-7%,.,-5%
O=Cc1ccc(Oc2cccc(C(F)(F)F)c2)nc1,-2%,-1.4%,16%,-14%,-15%,33%[activator],-7%
CC(C)Cc1nc2sc3c(SCC(N)=O)ncnc3c2c2c1CCC2,.,2.7%,?,-12%[9.22 µM],.,-6%,11%
CCOC(=O)c1c(NC(=O)C2COc3ccccc3O2)sc(C(C)=O)c1C (configuration not stated),1%,0.0%,-3%[46.1 µM],-12%,5%[38.3 µM],.,4%
CC(NC(=O)CCc1nnc(-c2ccccc2)o1)c1ccccc1 (configuration not stated),-3%,-0.2%,-16%,9%[9.22 µM],13%,-4%,-1%
CN(C)S(=O)(=O)c1ccc(NC(=O)/C=C/c2ccccc2Cl)cc1,1%,0.0%,-17%[46.1 µM],8%,-6%,-15%,-2%
O=C(N/N=C\c1ccc(Cl)s1)C1COc2ccccc2O1 (configuration not stated),.,0.0%,?,-16%[9.22 µM],.,.,-1%
N=c1c2c3c(sc2ncn1Nc1ccccc1)CCC3,.,1.0%,4%,4%[9.22 µM],.,-13%,2%
CC(=O)Nc1ccc(C(=S)NCC2(N(C)C)CCCCC2)cc1,-1%,1.1%,6%,14%,-6%,-2%,7%
Cc1c(CN2CCc3c([nH]c4ccccc34)C2CC(C)C)cnn1C (configuration not stated),-3%,0.0%,5%,17%[9.22 µM],9%,-13%,-3%
COc1ccc(S(=O)(=O)N[C@@H](CC(C)C)C(=O)O)cc1,-7%,-0.8%,0%[46.1 µM],-2%,12%[38.3 µM],0%,2%
COc1ccc(OC)c(C(=O)Cn2nnc3ccccc3c2=O)c1,-1%,0.0%,?,10%,-14%[38.3 µM],5%,8%
O=C(c1ccco1)N1CCN(C(c2ccccc2Cl)c2nnnn2CC2CCCO2)CC1 (configuration not stated),0%,-0.9%,-5%[46.1 µM],18%,13%[38.3 µM],7%,2%
Cc1ccccc1C(=O)OCc1nnc(-c2ccc(Cl)cc2)o1,-5%,1.1%,-23%,-31%,4%,.,24%
CCOC(=O)N1CCC(N2CC34C=CC(O3)C(C(=O)Nc3ccc(F)cc3)C4C2=O)CC1 (configuration not stated),14%,1.7%,-4%[46.1 µM],-1%,3%[38.3 µM],11%,0%
Cc1ccc(OC(=O)c2cccc(C(=O)Oc3ccc(C)cn3)n2)nc1,-3%,5.4%,-2%[46.1 µM],9%,0%[38.3 µM],1%,4%
CCC(C)N(C)C1CCN(C(=S)Nc2cccc(SC)c2)CC1 (configuration not stated),2%,-4.2%,22%,19%,6%,.,-8%
CCOc1ccc2nc(Cl)c(C3CC(c4ccco4)=NN3S(=O)(=O)c3ccccc3)cc2c1 (configuration not stated),0%,2.2%,-6%,28%,5%,-12%,-16%
COC(=O)N/N=C/c1cc(C)n(-c2ccc(Br)cc2)c1C,.,0.4%,12%,4%[9.22 µM],.,-18%,-11%
CC(=O)c1sc2ccccc2c1OC(=O)c1ccco1,-5%,7.1%,-9%[46.1 µM],-6%,-4%[38.3 µM],1%,2%
Cc1nnc2c(-c3ccccc3)nc3ccccc3n12,3%,1.0%,-6%[46.1 µM],-24%,21%[38.3 µM],.,5%
CCOC(=O)N1CCN(C(=O)c2ccccc2NC(=O)c2ccc(Br)cc2)CC1,-4%,-1.5%,-2%,-10%,6%,-1%,-8%

# Part of the list above in order of length of the SMILES, high to low:
SMILES,KinaseGlo FLuc,Epigenetic derep,NPSR antagonist,HttQ103 aggreg,IMPase Li cell,L3MBTL1 inh,CBFb RUNX1 block
CN(C)S(=O)(=O)c1ccc(NC(=O)/C=C/c2ccccc2Cl)cc1,1%,0.0%,-17%[46.1 µM],8%,-6%,-15%,-2%
CCC(C)N(C)C1CCN(C(=S)Nc2cccc(SC)c2)CC1 (configuration not stated),2%,-4.2%,22%,19%,6%,.,-8%
Cc1nnc2c(-c3ccccc3)nc3ccccc3n12,3%,1.0%,-6%[46.1 µM],-24%,21%[38.3 µM],.,5%

# More records.
SMILES,KinaseGlo FLuc,Epigenetic derep,NPSR antagonist,HttQ103 aggreg,IMPase Li cell,L3MBTL1 inh,CBFb RUNX1 block
COc1cc(OC)c2ccc(=O)oc2c1C(CCN1CCCC1)c1ccc(N(C)C)cc1 (configuration not stated),.,0.0%,-5%,-13%[9.22 µM],.,.,-18%&6%
O=C(CNCCN1CCOCC1)Nc1ccccc1Sc1ccccc1,1%,-1.1%,24%,-4%,13%,-4%,-28%
CCCn1nc(C(=O)OCC(=O)c2ccccc2)c2ccccc2c1=O,3%,-2.6%,-5%,-10%,3%,6%,22%
O=C(CCSc1ccc(Cl)cc1)N1CCCCCC1,-2%,-1.1%,-12%[46.1 µM],4%,5%[38.3 µM],9%,5%
COc1ccccc1-c1cc(C(=O)NCCc2ccccc2)no1,-5%,-0.9%&3.1%,-20%[46.1 µM],-2%,9%[38.3 µM],.,-9%
O=C(c1ccccc1-c1ccccc1)N1CCN(c2ccccn2)CC1,0%,0.9%,-1%[46.1 µM],3%,4%,-5%,8%
O=C(Nc1ccc(F)cc1F)c1cc2n(n1)C(C(F)(F)F)C1CCCCC1N2 (configuration not stated),2%,0.0%,-3%[46.1 µM],-9%,13%[38.3 µM],-4%,6%
Cc1ccc(N/C=C2\C(=O)N(c3ccc(F)cc3F)C(c3cccnc3)S2(=O)=O)cc1 (configuration not stated),.,1.8%,-10%,2%[9.22 µM],.,.,19%
O=c1n(Cc2ccc(F)cc2)nc2n1-c1ccccc1SC2,.,-0.9%,38%,9%[9.22 µM],.,15%,3%
CCOc1cc(/C=C2/C(=O)ON=C2C)ccc1OCc1ccc(F)cc1,.,-1.0%,-29%[46.1 µM],-31%,.,9%,5%
O=C(CN(C(=O)Cn1nnc(-c2cccs2)n1)c1ccc2c(c1)OCCO2)NCC1CCCO1 (configuration not stated),2%,1.8%,3%[46.1 µM],-13%,-4%,-3%,12%
C/C=C/C=C\C(=O)Nc1cccc(C2=NOC3(C2)C[C@@H](C(N)=O)N(C(=O)/C(C)=C/C)C3)c1 (some centres not stated),.,-1.6%,22%,-5%[9.22 µM],.,.,6%
O=S(=O)(Cc1ccccc1)N1CCc2ccccc21,5%,17%,-19%[46.1 µM],5%,5%,-5%,11%
CCCN(N=Nc1cccc([N+](=O)[O-])c1)c1cccc([N+](=O)[O-])c1,0%,-0.7%,-20%[46.1 µM],-20%,32%[activator][38.3 µM],.,-2%
O=C(NCc1cccs1)c1cc2c(s1)-c1ccccc1OC2,0%,-1.0%,-26%,?,-6%,27%,29%
O=C(NCCCCC(NC(=O)c1ccc([N+](=O)[O-])cc1)C(=O)O)c1ccc([N+](=O)[O-])cc1 (configuration not stated),-1%,-0.8%,6%[46.1 µM],4%,14%[38.3 µM],.,3%
CCN(CC)N=Nc1ccc(S(=O)(=O)N2CCSC2C(=O)O)cc1 (configuration not stated),-5%,2.2%,12%,.,1%,-1%,-4%
COc1ccc(F)cc1C(=O)C1CCCN(C(=O)CCc2ccccn2)C1 (configuration not stated),-1%,6.5%,12%,-17%[9.22 µM],3%,18%,-1%
Cc1nc2ccccn2c1-c1ccnc(=S)[nH]1,.,-0.3%,-3%,-21%[9.22 µM],.,4%,1%
CC(C)Oc1cccc(C(=O)Nc2ccccc2N2CCOCC2)c1,22%,0.0%,-19%[46.1 µM],25%,35%[38.3 µM],.,13%
O=C(c1ccccc1)C1Oc2ccccc2C2CC(c3cccs3)=NN12 (configuration not stated),-4%,1.2%,?,11%[9.22 µM],18%,-20%,-4%
C=CCn1c(P(C)(=O)O)nc2ccccc21,-1%&1%,-1.2%&0.0%,17%,-6%&-11%,-8%&-2%,-9%,0%&-7%
COC(=O)c1ccc(OC)c(CSc2nnc(COc3ccc(Cl)cc3)o2)c1,4%,-0.8%,-16%[46.1 µM],-18%,32%[activator][38.3 µM],28%,29%

# Of the compounds above, these have a Cl atom:
SMILES,KinaseGlo FLuc,Epigenetic derep,NPSR antagonist,HttQ103 aggreg,IMPase Li cell,L3MBTL1 inh,CBFb RUNX1 block
CN(C)S(=O)(=O)c1ccc(NC(=O)/C=C/c2ccccc2Cl)cc1,1%,0.0%,-17%[46.1 µM],8%,-6%,-15%,-2%
O=C(N/N=C\c1ccc(Cl)s1)C1COc2ccccc2O1 (configuration not stated),.,0.0%,?,-16%[9.22 µM],.,.,-1%
O=C(c1ccco1)N1CCN(C(c2ccccc2Cl)c2nnnn2CC2CCCO2)CC1 (configuration not stated),0%,-0.9%,-5%[46.1 µM],18%,13%[38.3 µM],7%,2%
Cc1ccccc1C(=O)OCc1nnc(-c2ccc(Cl)cc2)o1,-5%,1.1%,-23%,-31%,4%,.,24%
CCOc1ccc2nc(Cl)c(C3CC(c4ccco4)=NN3S(=O)(=O)c3ccccc3)cc2c1 (configuration not stated),0%,2.2%,-6%,28%,5%,-12%,-16%
O=C(CCSc1ccc(Cl)cc1)N1CCCCCC1,-2%,-1.1%,-12%[46.1 µM],4%,5%[38.3 µM],9%,5%
COC(=O)c1ccc(OC)c(CSc2nnc(COc3ccc(Cl)cc3)o2)c1,4%,-0.8%,-16%[46.1 µM],-18%,32%[activator][38.3 µM],28%,29%

# Bioassay records as filed in PubChem.
